CYP2C19 inh = human CYP2C19 inhibition; P33261; CYP2C19 Supersomes, luciferin-H EGE luminescence, 30 min; inhibition, % at 5 µM; 96,000 tested, 21% active;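 active = CYP2C19 inhibition above a set limit at 5 µM in the primary screen, cut at about 50% in these data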;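 also: plate controls were negative control wells for no effect and 2.5 mM tranylcypromine positive control for full effect; values of inactives mirror those of a sister screen read the other way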
Rev-RRE block = disrupts HIV-1 Rev binding to RRE RNA. inhibition, % at 8 µM. AID 704. Rev peptide-RRE RNA binding, FRET. 97,000 tested, 0.79% active;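 active = inhibition above the screen-wide mean plus 3 SD, cut at about 35% in these data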;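 also: 0% = median DMSO wells and 100% = median Neomycin B control wells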
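Assay system: Labelled RRE RNA duplex and labelled Rev peptide | Times: 5 min preincubation and 15 min binding, 25 °C | Detection: FRET, ex 480 nm, em 540 and 671 nm | Evaluation: % inhibition of FRET ratio versus controls | Benchmarks: DMSO wells as 0% and neomycin B wells as 100% inhibition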
EphB4 antag = EphB4-ephrin-B2 interaction antagonism; P54760; EphB4 LBD / TNYL-RAW-Alexa532 peptide, fluorescence polarization; 97,000 tested, 0.15% active; inhibition, % at 7 µM;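 active = inhibition above the screen-wide mean inhibition plus 3 SD, cut at about 15% in these data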;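 also: 0% = DMSO wells and 100% = excess unlabeled TNYL-RAW peptide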
PLK1 inh = blocks human PLK1 kinase activity; P53350; recombinant PLK1 kinase, TR-FRET peptide phosphorylation; inhibition, % at 10 µM; 97,000 tested, 0.53% active;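 active = inhibition of 50% or more in the single-concentration screen; inactive = inhibition below 50%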;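 also: 0% = DMSO max control and 100% = H-89 dihydrochloride min control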
Target sequence (P53350 whole entry, looked up): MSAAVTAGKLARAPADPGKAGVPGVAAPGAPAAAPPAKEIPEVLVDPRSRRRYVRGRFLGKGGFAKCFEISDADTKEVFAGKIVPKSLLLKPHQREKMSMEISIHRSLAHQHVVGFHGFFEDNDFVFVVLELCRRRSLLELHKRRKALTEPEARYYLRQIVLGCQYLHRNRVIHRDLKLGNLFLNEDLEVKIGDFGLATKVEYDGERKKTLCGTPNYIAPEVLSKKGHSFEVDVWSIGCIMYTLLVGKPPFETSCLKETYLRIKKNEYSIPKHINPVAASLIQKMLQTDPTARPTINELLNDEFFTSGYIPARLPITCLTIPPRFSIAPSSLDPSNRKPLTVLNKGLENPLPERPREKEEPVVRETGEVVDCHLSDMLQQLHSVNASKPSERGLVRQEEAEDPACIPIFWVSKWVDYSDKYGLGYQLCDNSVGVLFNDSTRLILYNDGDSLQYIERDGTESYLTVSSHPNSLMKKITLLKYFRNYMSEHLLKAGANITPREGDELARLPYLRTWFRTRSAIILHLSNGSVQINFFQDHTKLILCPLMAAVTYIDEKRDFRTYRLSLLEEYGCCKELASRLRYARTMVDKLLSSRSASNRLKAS
CYP2C19 act = increases human CYP2C19 enzyme activity; activation factor at 5 µM; AID 1025; recombinant CYP2C19, luciferin-H EGE luminescence; hits give high values; 0 = fully inhibited enzyme, 1 = untreated enzyme; 96,000 tested, under 10 active;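 active = activation factor of at least 2 at 5 µM in the primary screen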;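 also: 0 = wells with 2.5 mM tranylcypromine and 1 = vehicle-only wells; values of inactives mirror those of a sister screen read the other way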
PLK1 PBD inh = blocks phosphopeptide binding to human Plk1 polo box domain; P53350; Plk1 PBD phosphopeptide binding, fluorescence polarization; inhibition, %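 (tested at about 20 µM)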; 97,000 tested, 0.13% active; AID 693; in the data active = inhibition above about 34%, passing the limit was not always enough
PLAP activator = activators of human placental alkaline phosphatase; P05187; purified PLAP enzyme, luminescent substrate read-out; hits give high values; activation fold at 20 µM; 96,000 tested, 1.2% active; AID 696; in the data active = activation fold above about 2
CYP2C9 inhib = blocks human cytochrome P450 2C9; CYP2C9 Supersomes, luciferin-H conversion, luminescence; inhibition, % at 5 µM; 96,000 tested, 20% active; AID 777;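 active = blocking of liver enzyme CYP2C9 beyond about 50% at 5 µM, limit read from the data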; also: values of inactives mirror those of a sister screen read the other way
Target sequence (P11712 whole entry, looked up): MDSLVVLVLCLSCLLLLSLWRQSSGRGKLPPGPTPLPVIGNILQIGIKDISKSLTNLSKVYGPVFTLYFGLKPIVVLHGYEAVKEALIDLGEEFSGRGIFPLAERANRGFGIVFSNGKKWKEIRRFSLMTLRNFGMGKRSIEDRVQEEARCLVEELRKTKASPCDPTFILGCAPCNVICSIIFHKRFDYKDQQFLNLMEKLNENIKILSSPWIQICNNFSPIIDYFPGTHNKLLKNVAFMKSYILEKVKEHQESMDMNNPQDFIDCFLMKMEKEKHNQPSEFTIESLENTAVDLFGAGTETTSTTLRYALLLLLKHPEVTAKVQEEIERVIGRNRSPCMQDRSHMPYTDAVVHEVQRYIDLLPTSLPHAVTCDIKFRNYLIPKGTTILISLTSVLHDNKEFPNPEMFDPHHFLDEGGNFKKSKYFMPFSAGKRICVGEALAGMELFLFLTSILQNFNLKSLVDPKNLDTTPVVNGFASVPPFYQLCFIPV
CYP2C9 activ = CYP2C9 (human) activation; 96,000 tested, 1.4% active; recombinant CYP2C9, luciferin-H conversion, luminescence; hits give high values; factor 1 = untreated enzyme, 0 = blocked; AID 1024; activation factor at 5 µM;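 active = activation factor of 2 or more for CYP2C9 at a 5 µM dose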;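 also: 0 = sulfaphenazole-blocked wells and 1 = vehicle-only wells; values of inactives mirror those of a sister screen read the other way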
Active calls of the source: *; . = not tested or not shown.

SMILES | CYP2C19 inh | Rev-RRE block | EphB4 antag | PLK1 inh | CYP2C19 act | PLK1 PBD inh | PLAP activator | CYP2C9 inhib | CYP2C9 activ
COc1cc(/C=N/NC(=O)c2c(-c3ccccc3)noc2C)ccc1O | 52* | 9 | 7 | -16 | 0.5 | -3 | 1 | 77* | 0.2
O=C(NC1CCCC1)C(c1ccccn1)N(C(=O)c1csnn1)C1CCCCC1 (stereo unspecified) | . | 0 | -7 | -11 | . | -12 | . | . | .
Cc1ccc(S(=O)(=O)N2CCCC2)cc1C(=O)O | -22 | 7 | 0 | -15 | 1.2 | -7 | 1.3 | 3 | 1
COC(=O)c1ccccc1NC(=O)CSc1ccc(C)cc1 | . | 18 | 4 | -11 | . | -12 | . | . | .
COc1ccc(Oc2nnc(-c3ccccc3)cc2C#N)cc1 | -16 | 1 | 7 | -5 | 1.2 | -24 | 0.9 | -11 | 1.1
CC1(C)Cc2ccccc2-c2nnc(-c3ccc(O)cc3)n21 | -4 | -1 | -6 | -8 | 1 | -9 | 1 | 8 | 0.9
O=C(NCC(=O)N(c1ccccc1)C(C(=O)NC1CCCC1)c1cccnc1)c1ccco1 (stereo unspecified) | . | 2 | 9 | -8 | . | 37 | . | . | .
Cc1ccc(S(=O)(=O)Nc2cc(NC(=O)CN3CCOCC3)ccc2Cl)cc1 | 33 | 4 | 0 | -4 | 0.7 | -7 | 1.4 | 86* | 0.1
COc1ccc(-c2nnc(Nc3nc4c(OC)cccc4s3)o2)cc1 | -5 | 11 | 5 | -8 | 1.1 | 6 | 2.3* | -5 | 1.1
CN(C)S(=O)(=O)N(CC(=O)Nc1ccccc1C(F)(F)F)c1ccccc1 | 88* | -2 | 2 | -7 | 0.1 | -18 | 1.2 | 33 | 0.7
CCn1cc(SCC(=O)N2CCc3ccccc32)c2ccccc21 | 61* | 8 | 2 | -11 | 0.4 | -13 | 1.2 | 60* | 0.4
COC(=O)c1ccc2c(=O)n(CCCCCC(=O)N3CCN(c4ccc(F)cc4)CC3)c(=O)[nH]c2c1 | 31 | 1 | -3 | -2 | 0.7 | 9 | 0.9 | -13 | 1.1
Cc1cc(C)n(-c2nc(-c3ccc(Cl)cc3)cs2)n1 | 33 | 3 | 0 | -9 | 0.7 | -21 | 0.9 | 3 | 1
Cc1sc(NC(=O)CSc2nnnn2C2CCCCC2)c(C#N)c1C | 4 | 4 | -1 | -7 | 1 | -27 | 1.1 | 12 | 0.9
COc1nc(-c2ccccc2)ccc1-c1noc(C)n1 | 42 | 3 | 3 | 4 | 0.6 | -25 | 1 | 14 | 0.9
COC(=O)c1ccc(CSc2nc3ccccc3c(=O)n2CC(C)C)o1 | 38 | 5 | -2 | -5 | 0.6 | -14 | 1 | 57* | 0.4
Cc1cc(NC(=O)CSC2=NCCS2)no1 | 35 | 3 | -1 | -1 | 0.7 | 10 | 1 | 12 | 0.9
CCCC(=O)Nc1ccc(C(=O)NNC(=O)c2ccco2)cc1 | 24 | 8 | 6 | -12 | 0.8 | -19 | 1 | 20 | 0.8
CCn1c(NC(=O)Nc2ccccc2OC)nc2ccccc21 | 13 | . | . | . | 0.9 | . | 1 | 0 | 1
CCCCOC(=O)n1ccc(C(=O)Nc2ccccc2OC)n1 | 10 | 1 | -2 | -7 | 0.9 | -28 | 0.9 | -111 | 2.1*
O=S(=O)(c1cccc(-c2nc3ccccc3s2)c1)N1CCCC1 | 34 | 12 | 3 | -15 | 0.7 | 10 | 1.1 | 79* | 0.2
c1cncc(-c2csc(NCc3ccco3)n2)c1 | 86* | 6 | -2 | -34 | 0.1 | 3 | 0.9 | 74* | 0.3
CCOP(=O)(O)c1ccccc1OCCOCCOc1ccccc1P(=O)(O)OCC | 0 | 8 | 4 | -3 | 1 | -37 | 1 | 2 | 1
COc1cc(NS(=O)(=O)c2ccc(N/C=C(\C=O)c3nc4cc(Cl)ccc4o3)cc2)nc(OC)n1 | 5 | 8 | -1 | -8 | 1 | 0 | 1.6 | 39 | 0.6
CC(=O)Nc1ccc(S(=O)(=O)N(C)c2ccc(O)cc2)cc1 | 12 | 2 | -3 | -12 | 0.9 | 4 | 1.1 | 13 | 0.9
Next records follow:
SMILES | CYP2C19 inh | Rev-RRE block | EphB4 antag | PLK1 inh | CYP2C19 act | PLK1 PBD inh | PLAP activator | CYP2C9 inhib | CYP2C9 activ
O=C1CC(SCCc2nc3ccccc3[nH]2)C(=O)N1c1ccc(F)c(Cl)c1 (stereo unspecified) | . | 4 | -3 | -11 | . | 14 | . | . | .
CC(=O)NC12CC3CC(C1)CC(C(=O)OCC(=O)Nc1ncc(Cl)cc1Cl)(C3)C2 | . | 14 | -2 | -7 | . | 9 | . | . | .
COc1ccc(C(CNC(=O)COc2ccccc2C#N)N2CCOCC2)cc1 (stereo unspecified) | 41 | 1 | -1 | 2 | 0.6 | 17 | 1.5 | 60* | 0.4
Cc1occc1C(=O)Nc1ccc(Br)cc1F | 50* | 12 | -5 | -2 | 0.5 | -11 | 1 | 24 | 0.8
CCc1nc(N)c(C#N)c(-c2ccc(OC)c(OC)c2)c1C | -5 | -4 | -4 | -7 | 1.1 | -6 | 1.2 | -11 | 1.1
Cc1ccc(NC(=O)c2ccnc(C(C)(C)C)c2)cc1 | . | 12 | 3 | -9 | . | 9 | . | . | .
COC(=O)CSc1nnc([C@H](Cc2ccccc2)NC(=O)OC(C)(C)C)o1 | 12 | 4 | 7 | -10 | 0.9 | -10 | 1.2 | 2 | 1
CCOC(=O)C(Sc1ncnc2c1sc1nc(N3CCOCC3)c3c(c12)CCCC3)c1ccccc1 (stereo unspecified) | 10 | 5 | -9 | -29 | 0.9 | -4 | 1.3 | 39 | 0.6
COCCCNS(=O)(=O)c1ccc(S(=O)(=O)N2CCCC2)cc1 | 29 | 7 | 0 | -14 | 0.7 | -8 | 1.2 | 44 | 0.6
CCOc1cc(N2CCOCC2)c(OCC)cc1NS(=O)(=O)c1ccc(Cl)s1 | 93* | 1 | -2 | -8 | 0.1 | -5 | 1 | 60* | 0.4
CCCCOC(=O)c1ccc(NC(=O)c2cnc3n(c2=O)CCS3)cc1 | 9 | 12 | 9 | -32 | 0.9 | -19 | 0.9 | 25 | 0.8
Cc1nn(-c2nc3ccccc3[nH]2)c(N)c1-c1ccc(Cl)cc1 | 0 | 8 | 6 | -11 | 1 | 7 | 1 | 15 | 0.9
COc1ccccc1Nc1nc(-c2sc(NC(=O)C(C)(C)C)nc2C)cs1 | 12 | 0 | -4 | -1 | 0.9 | 2 | 1.1 | 40 | 0.6
Cc1nn2c(C(F)(F)F)cc(-c3ccc(Cl)cc3)nc2c1C(=O)N1CCOCC1 | 12 | 10 | 4 | -15 | 0.9 | 2 | 1.4 | 10 | 0.9
Cc1ccc(S(=O)(=O)N2CCC(C(=O)Nc3nnc(C45CC6CC(CC(C6)C4)C5)s3)CC2)cc1 | 14 | 6 | -4 | -9 | 0.9 | -12 | 1.1 | -5 | 1.1
c1ccc(CCc2nc(-c3ccncc3)no2)cc1 | 98* | 3 | -1 | -5 | 0 | 3 | 0.9 | 93* | 0.1
CN(Cc1c(F)cccc1Cl)c1ccc(S(=O)(=O)N2CCOCC2)cn1 | 22 | 13 | -9 | -16 | 0.8 | -6 | 0.9 | -28 | 1.3
Cc1occc1C(=O)Nc1ccccc1C(=O)O | -4 | 9 | 5 | -8 | 1 | -9 | 1.1 | 16 | 0.8
C=CCC(C)(NCc1ccccc1)c1ccccc1 (stereo unspecified) | 62* | 7 | -10 | -3 | 0.4 | 29 | 0.9 | 8 | 0.9
O=C(Nc1ccc(-c2noc(-c3cccs3)n2)cc1)c1cccnc1 | . | 8 | 6 | -7 | . | -7 | . | . | .
O=C1CC(c2ccco2)CC(O)=C1C=NCC1CCNCC1 (stereo unspecified) | -8 | 1 | -4 | -6 | 1.1 | -6 | 1 | -10 | 1.1
N#Cc1c(-c2cccc(F)c2)cc(-c2ccccc2)nc1Br | -14 | 9 | 7 | -26 | 1.1 | 2 | 1 | -4 | 1
CCCCNC(=O)OC1CCS(=O)(=O)C1 (stereo unspecified) | 9 | 12 | -1 | -6 | 0.9 | 8 | 1 | 15 | 0.8
Cn1nc(-c2ccccc2)c(-c2nc(-c3cccc(Cl)c3)no2)c1Cl | 20 | 10 | -3 | -9 | 0.8 | -1 | 1.3 | 60* | 0.4
CCOC(=O)c1sc(NC(=O)c2ccc(S(=O)(=O)N(C)C)cc2)nc1C | 2 | 8 | -1 | -5 | 1 | 22 | 1.2 | -15 | 1.2
Next part.
SMILES | CYP2C19 inh | Rev-RRE block | EphB4 antag | PLK1 inh | CYP2C19 act | PLK1 PBD inh | PLAP activator | CYP2C9 inhib | CYP2C9 activ
CCCCNC(=O)c1onc(CSc2ccc(F)c(F)c2)c1C(=O)O | 1 | 3 | 3 | -18 | 1 | 8 | 1.3 | 73* | 0.3
CC(C)(C)NC(=O)C(=O)N/N=C/c1ccc(Br)cc1 | 5 | 5 | 1 | -12 | 0.9 | 2 | 1.1 | -7 | 1.1
CCOc1ccccc1-n1c(SCC(N)=O)nnc1-c1cccnc1 | -14 | . | . | . | 1.1 | . | 1.1 | -11 | 1.1
CC(=O)Nc1ccc(N=Cc2nc(-c3ccc(C)cc3)oc2O)cc1 | 36 | 0 | -4 | -16 | 0.6 | -13 | 0.8 | 49 | 0.5
CCOc1ccc(-n2c(=O)cc(N3CCN(c4ccccc4)CC3)[nH]c2=O)cc1 | -14 | 8 | -4 | -7 | 1.1 | 16 | 1.1 | -8 | 1.1
COC(=O)CSc1nsc(SCC(=O)OC)n1 | 9 | 7 | -2 | -9 | 0.9 | 4 | 1.1 | 13 | 0.9
CCCOc1nc2c(c(=O)n(C)c(=O)n2C)n1CC | 8 | 6 | 3 | 7 | 0.9 | 9 | 1 | -3 | 1
Cc1ccc(C)c(N(C(=O)CCC(=O)Nc2cc(C)on2)C(C(=O)NC2CCCC2)c2ccco2)c1 (stereo unspecified) | 54* | 3 | 3 | -14 | 0.5 | -28 | 1.1 | 20 | 0.8
CC(C)(CO)NC(=O)CCCOc1ccc(Cl)cc1Cl | 55* | 1 | -2 | -1 | 0.4 | -18 | 1 | 22 | 0.8
CCN1CCCC1CNS(=O)(=O)c1ccc(C(=O)Nc2ccccc2)cc1 (stereo unspecified) | -1 | -4 | -4 | -1 | 1 | 4 | 1.1 | 20 | 0.8
c1ccc(-c2csc(N3CCOCC3)n2)cc1 | 13 | 1 | -6 | -17 | 0.9 | -14 | 0.9 | 1 | 1

Six of the compounds above, in markdown.
| Molecule | CYP2C19 inh | Rev-RRE block | EphB4 antag | PLK1 inh | CYP2C19 act | PLK1 PBD inh | PLAP activator | CYP2C9 inhib | CYP2C9 activ |
| --- | --- | --- | --- | --- | --- | --- | --- | --- | --- |
| CC(=O)Nc1ccc(N=Cc2nc(-c3ccc(C)cc3)oc2O)cc1 | 36 | 0 | -4 | -16 | 0.6 | -13 | 0.8 | 49 | 0.5 |
| CCN1CCCC1CNS(=O)(=O)c1ccc(C(=O)Nc2ccccc2)cc1 (stereo unspecified) | -1 | -4 | -4 | -1 | 1 | 4 | 1.1 | 20 | 0.8 |
| CC(C)(C)NC(=O)C(=O)N/N=C/c1ccc(Br)cc1 | 5 | 5 | 1 | -12 | 0.9 | 2 | 1.1 | -7 | 1.1 |
| CCCOc1nc2c(c(=O)n(C)c(=O)n2C)n1CC | 8 | 6 | 3 | 7 | 0.9 | 9 | 1 | -3 | 1 |
| CCCCNC(=O)c1onc(CSc2ccc(F)c(F)c2)c1C(=O)O | 1 | 3 | 3 | -18 | 1 | 8 | 1.3 | 73* | 0.3 |
| Cc1ccc(C)c(N(C(=O)CCC(=O)Nc2cc(C)on2)C(C(=O)NC2CCCC2)c2ccco2)c1 (stereo unspecified) | 54* | 3 | 3 | -14 | 0.5 | -28 | 1.1 | 20 | 0.8 |

Assay outcomes: PubChem, several laboratories
